IMPase Li inh: membrane-permeable IMPase blocker, potentiated with lithium. CHO-M1 cells, IP1 TR-FRET (IP-One), carbachol + lithium. Potency, µM (titrated, usually from 59.4 µM), inactives show at the highest dose activity, negative = IMPase inhibition, usual class: inhibitors. hit rate 0.35% among 210,000;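 note: IP1 builds up when IMPase is blocked and the TR-FRET signal falls; plate controls were basal vehicle for no effect and high inhibitor control for full effect; nearly all actives have a fitted effect of over 50% in size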
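IP1 accumulation measured by competitive TR-FRET in lysed CHO-M1 cells after 30 min compound exposure at 37C, with a small lithium addition to potentiate weak responses. Hill-equation AC50 from ratio and donor-channel data.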
HTT ATP protect: Huntington cell model cytoprotection by ATP luminescence | PC12 HTT-Q103 induced, cytoprotection, ATP luminescence, 40 h | Potency, µM (highest dose often 56.4 µM), for the others: cytoprotection (ATP increase), actives largely listed as activators | hit rate 0.14% among 230,000;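 note: % of control where 0% means no effect; nearly all actives have a fitted effect of over 45% in size; toxic huntingtin expression switched on by the ecdysone agonist tebufenozide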
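PC12 cells with ecdysone-inducible HTT exon 1 Q103-GFP, induced with 100 nM tebufenozide and co-treated with library compounds in a dose series (1536-well, 1500 cells/well). Cytoprotection read as ATP content by ATPlite luminescence.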
GAA spleen mod: inhibits or activates alpha-glucosidase in human spleen homogenate. P10253. human spleen homogenate, 4-MU-alpha-glucoside fluorescence. Potency, µM (doses to about 79.9 µM), inactives show at the top dose activity change, negative = inhibition, usual class: inhibitors. hit rate 0.006% among 240,000. AID 2112;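 note: 0% = enzyme with vehicle and -100% = no enzyme basal signal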
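Enzyme source: human spleen homogenate, 1 ug/well. Buffer 50 mM citric acid/K phosphate pH 5.0, 0.01% Tween-20. 4-MU-alpha-glucoside 1 mM; 37 C x 40 min; NaOH/glycine stop; fluorescence.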
HTT aggregate: inhibitors of mutant huntingtin aggregate formation in PC12 cells; PC12 HttQ103-GFP aggregates, Acumen cytometry, 40 h; Potency, µM (series often up to 46.1 µM), inactives show top-dose activity change, negative = inhibition, most hits filed as inhibitors; hit rate 1.1% among 220,000; AID 1688; note: % is set by controls: 0 for no effect and ±100 for the full control effect; nearly all actives have a fitted effect of over 60% in size
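PC12 cells with ecdysone-inducible HTT exon1 Q103-GFP, induced by 100 nM tebufenozide, given compounds in a concentration series. GFP aggregates (1–25 um, 6 SD above background) counted in lysates by laser-scanning cytometry, 488 nm excitation.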
RGS12 GoLoco inh: blocks human Gai1 binding to RGS12 GoLoco peptide, red readout; P63096; Gai1:RGS12 GoLoco peptide FP, rhodamine, 10 min; Potency, µM (highest dose often 61.6 µM), inactives show top-dose activity, negative = inhibition, hits mostly inhibitors; hit rate 0.44% among 230,000; active = well fitted inhibition curve with a large enough effect, not every such curve was filed as active; inactive = no such curve, though single readings can be large or run the other way; note: % is set by controls: 0 for no effect and ±100 for the full control effect; nearly all actives have a fitted effect of over 30% in size; many of its hits are not listed in these tables
Target sequence (P63096 whole entry, looked up): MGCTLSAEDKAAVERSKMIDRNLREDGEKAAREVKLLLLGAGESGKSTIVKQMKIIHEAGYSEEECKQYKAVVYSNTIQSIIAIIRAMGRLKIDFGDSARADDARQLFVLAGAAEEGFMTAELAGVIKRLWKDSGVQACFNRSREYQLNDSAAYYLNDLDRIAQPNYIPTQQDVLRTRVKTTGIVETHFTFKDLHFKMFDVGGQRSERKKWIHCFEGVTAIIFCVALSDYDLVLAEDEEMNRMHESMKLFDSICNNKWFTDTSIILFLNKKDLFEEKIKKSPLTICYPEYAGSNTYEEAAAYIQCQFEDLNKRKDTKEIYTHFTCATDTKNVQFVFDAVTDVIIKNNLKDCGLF
GAA glycogen: GAA glycogen-cleavage inhibition or activation; P10253; hit rate 0.38% among 300,000; Potency, µM (top dose mostly 76.4 µM), for inactives: top-dose activity change, negative = inhibition, actives largely listed as inhibitors; recombinant GAA, glycogen substrate, Amplex Red glucose oxidase fluorescence;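 note: 0% = full enzyme reaction and -100% = no-enzyme basal signal; the screen sought inhibitors and activators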
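qHTS, 1536-well; enzyme 4 nM final; cpd up to 77 uM; substrate bovine liver glycogen 30 ug; 50 mM citrate/phosphate pH 5.0, 0.01% Tween-20; 37 C, 40 min; Amplex Red detection 45 min RT; Hill fit → AC50.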
GAA inhib: inhibitors of human lysosomal alpha-glucosidase; AID 1466; purified human GAA, 4-MU-alpha-glucoside fluorescence; P10253; hit rate 0.005% among 200,000; Potency, µM (highest dose often 76.9 µM), without a hit: top-dose activity change, negative = inhibition, most hits filed as inhibitors;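 note: plate controls were uninhibited enzyme wells for no effect and no-enzyme background for full effect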
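Enzyme (4 nM final) mixed with compound (up to 77 uM), then 4-MU-alpha-D-pyranoside (400 uM final) added; 20 min at room temperature, pH 5.0. Reaction stopped at pH 10, fluorescence read, AC50 derived by Hill fit.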
The depositor's hits bear a star; u = inconclusive; x = no result given; & = joins results of further samples; [ ] = dose if it differs, or a comment. Unless noted, calls come from the whole dose curve; as a rule, active = well fitted curve in the direction sought with a large enough effect; inconclusive = small, poorly fitted or top-dose-only effect, or another doubt; inactive = no such curve, though single readings can be large; an effect the other way counts as inactive or inconclusive. Potency is the fitted concentration of half-maximal effect. A portion of the library; the hit share may differ from the screen's.

Every second line gives: IMPase Li inh, HTT ATP protect, GAA spleen mod, HTT aggregate, RGS12 GoLoco inh, GAA glycogen, GAA inhib
(1) COc1ccc2c(c1)c(C(=O)N/N=C/c1cccc(Br)c1)c(C)n2C
  x, -12%[10 µM], -11%, -5%[9.22 µM], 11%, -7%, x
(2) O=C1CN(c2ccc(Cl)cc2)C(=O)CN1NC(=S)Nc1ccc(Cl)cc1
  -2%[38.3 µM], -3%, -3%, -12%, 3%, -1%, 7%
(3) Cn1c(NC(=O)C[n+]2cc(-c3ccccc3)n3c2CCC3)cc(=O)n(C)c1=O
  3%, 22%[10 µM], -12%, 8%, -2%, -3%, 1%
(4) CC(C)COC(=O)NCCOC(=O)Nc1cccc(Cl)c1
  29%[38.3 µM], -13%[10 µM], 3%, 10µM*, -5%, -3%, 4%
(5) CN(C)/C=C/C(=O)c1cccc(Cl)c1
  -7%, -9%[10 µM], 2%, u, -5%, 10%, u
(6) CC1C(c2ccccc2)C(C#N)(C#N)C2(C#N)C(=O)NC1(N)C2C (centres undefined)
  35%[activator][38.3 µM], 7%, 2%, 9%[9.22 µM], 23%, 6%, -2%
(7) CCOC(=O)N1CCN(C(=O)c2ccccc2NC(=O)c2ccc(OC)cc2)CC1
  28%, 14%[10 µM], 6%, 0%, -1%, -5%, -4%
(8) CCCn1nc2cc(C(=O)NCC34CC5CC(CC(C5)C3)C4)ccc2c1OCC
  15%[38.3 µM], -29%, -4%, 32µM*, 8%, 2%, -4%
(9) CNS(=O)(=O)c1ccc2c(c1)oc(=O)c1cc(S(=O)(=O)NC)ccc12
  3%, -25%, -9%, -6%, 5%, 5%, -5%
(10) COc1ccc2cc(Br)ccc2c1CC(=O)NCC1CCCO1 (centres undefined)
  -13%, -21%, -7%, 16%, 9%, -8%, 6%

Additional results
Every second line gives: IMPase Li inh, HTT ATP protect, GAA spleen mod, HTT aggregate, RGS12 GoLoco inh, GAA glycogen, GAA inhib
(11) c1ccc(-c2noc(CN3CCc4sccc4C3)n2)cc1
  4%, x, -1%, x, 3%, -9%, 12%
(12) CN(c1ccccc1)S(=O)(=O)c1cccc(C(=O)NNC(=O)c2ccccc2)c1
  6%, -12%, 1%, u, 6%, 10%, -1%
(13) Cc1ccc(NC(=S)C2=C(O)c3ccccc3N(C)S2(=O)=O)cc1
  52%[activator][38.3 µM], -1%[10 µM], -17%, 14%, 4%, -5%, -4%
(14) O=C(Cn1nc(C(=O)O)c2ccccc2c1=O)NCc1ccco1
  -4%, -16%, -15%, 10%, 2%, 0%, 5%
(15) CCCc1c(-c2ccc(O)cc2)nn(-c2ccc(O)cc2)c1-c1ccc(O)cc1
  4%&30%, u, -14%&0%&1%, -12%[9.22 µM], 3%&-10%&1%, -17%, x
(16) NC(=O)c1ccc(SCC(=O)NC2CCCCC2)c([N+](=O)[O-])c1
  8%, -24%, -1%, 0%, 8%, 4%, 7%
(17) CCn1c(SCC(=O)NCCc2ccccc2)nnc1C(C)C
  -6%, -9%, -2%, -6%, 6%, 5%, 4%
(18) O=C(O)c1ccc2c3c(cccc13)C(=O)N(c1cccc3ccccc13)C2=O
  -2%, -1%[10 µM], 3%, 2%[9.22 µM], 0%, 2%, u
(19) CC(C)CC(=O)Nc1nnc(-c2ccco2)s1
  14%[38.3 µM], 7%, -4%, u, 7%, 3%, 3%
(20) CCOc1cc(C2C3=C(CCCC3=O)N(C)C3=C2C(=O)CCC3)cc(Cl)c1O
  7%, 17%[10 µM], 0%, 0%, -18%, u, -4%

Further compounds.
Every second line gives: IMPase Li inh, HTT ATP protect, GAA spleen mod, HTT aggregate, RGS12 GoLoco inh, GAA glycogen, GAA inhib
(21) CCC(=O)N1CCc2cc(S(=O)(=O)NC(Cc3ccccc3)C(=O)NC3CCCCC3C)ccc21 (centres undefined)
  45%[activator][38.3 µM], 0%, 3%, 15%, -4%, 1%, -14%
(22) CCOc1cc2[nH]c(=S)n(CCN3CCCCC3C)c(=O)c2cc1OCC (centres undefined)
  x, -25%, 0%, -8%, x, -1%, -5%
(23) CC(=O)NC1(c2ccccc2)CCN(c2cc(C)nc(-c3ccccc3)n2)CC1
  -5%, -46%[inhibitor][10 µM], 9%, -30%[9.22 µM], 13%, 20%, 14%
(24) O=C(c1ccc(N2C(=O)C3CC=C(Cl)CC3C2=O)cc1)N1CCCCC1 (centres undefined)
  13%[38.3 µM], -9%, 0%, 7%, -2%, -6%, -1%
(25) CCCC(=O)Nc1ccccc1-c1nnn(CC(=O)Nc2ccc(OCC)cc2)n1
  2%, -9%[10 µM], -6%, -3%, -2%, 15%, 11%
(26) Cn1nccc1C(=O)N1CCc2c([nH]c3ccccc23)C1c1ccc(F)cc1 (centres undefined)
  15%, -21%[10 µM], 5%, -10%[9.22 µM], 6%, -19%, -9%
(27) C/C(=N\NC(=O)CSc1nc2ccccc2[nH]1)c1ccncc1
  7%, -40%[inhibitor], 0%, -9%, 2%, -5%, 0%
(28) CCCNC(=O)CN(c1ccc(F)cc1)S(=O)(=O)c1ccc2c(c1)OCCO2
  18%[38.3 µM], -4%, -8%, 9%, 0%, 2%, 7%
(29) Cc1c(C(=O)O)sc2nc3n(c(=O)c12)CCC(C)CC3 (centres undefined)
  1%, 1%[10 µM], -2%, 4%, 8%, 6%, -1%
(30) NC(N)=NNC(=O)c1ccccc1Cl
  -12%, x, 5%, -12%, 5%, 0%, -1%

More structures:
Every second line gives: IMPase Li inh, HTT ATP protect, GAA spleen mod, HTT aggregate, RGS12 GoLoco inh, GAA glycogen, GAA inhib
(31) Cc1noc(C)c1COc1ccc(C(=O)NCc2ccccn2)cc1
  15%[38.3 µM], -11%[10 µM], -10%, -8%, -4%, 2%, -4%
(32) COc1ccc(N=C(N)SCc2ccccn2)cc1
  3%, x, 8%, -29%, 4%, -13%, 4%
(33) O=C(Nc1ccc(F)cc1)C(=O)c1c(O)[nH]c2ccc([N+](=O)[O-])cc12
  x, -3%[10 µM], 1%, 1%[9.22 µM], -9%, 2%, x
(34) Cc1ccc(C(=O)C(OC(=O)c2cnccn2)c2ccccc2)cc1C (centres undefined)
  0%, 9%[10 µM], 0%, 9%, 8%, 3%, -9%
(35) CC(C)NC(=O)Nc1cccs1
  0%, -7%[10 µM], -14%, -18%, 3%, u, 3%
(36) COC(=O)[C@H](Cc1ccccc1)NC(=O)N1CCN(c2ccc(F)cc2)CC1
  x, 0%[10 µM], 1%, -37%[9.22 µM], -3%, 0%, x
(37) COc1cc(/C=C/C(=O)OCC(=O)NCC2CCCO2)ccc1OCC#N (centres undefined)
  5%, 18%[10 µM], 6%, 20%, 5%, 4%, -4%
(38) Cc1c(-c2nc(-c3ccc(C(F)(F)F)cc3)no2)n(C)oc1=O
  x, -1%[10 µM], 0%, 19%[9.22 µM], 2%, 0%, x
(39) COC(C/C=C\[C@@H](O)COCc1ccccc1)OC
  x, 13%[10 µM], 1%, 16%[9.22 µM], -3%, 2%, x
(40) CC(=O)C1=C(C)NC(SCC(=O)c2ccc(F)cc2)=C(C#N)C1c1ccco1 (centres undefined)
  5%[38.3 µM], -20%, 2%, -7%, -1%, -7%, -12%

(cont.)
Every second line gives: IMPase Li inh, HTT ATP protect, GAA spleen mod, HTT aggregate, RGS12 GoLoco inh, GAA glycogen, GAA inhib
(41) CCOC(=O)C1=C(C)Nc2ncnn2C1c1c[nH]c2ccccc12 (centres undefined)
  23%[38.3 µM], 28%[0.074 µM], 14%, 21%, -1%, u, -5%
(42) Nn1c(SCCOc2ccc(Cl)cc2)nnc1-c1cccnc1
  13%, x, -3%, 2%, 16%, -13%, 6%
(43) CC(C)[C@H](CO)Nc1nc(NCc2ccc(S(N)(=O)=O)cc2)c2ncn(C(C)C)c2n1
  x, 7%[10 µM], -17%, 22%[9.22 µM], 4%, 15%, x
(44) CN1/C(=C/C(=O)c2ccc(Cl)cc2)Sc2cc3c(cc21)OCO3
  -3%, -11%[1.9 µM], -3%, 17%, -14%, 13%, 2%
(45) COc1ccc(NC(=O)CC2C(=O)N(Cc3ccco3)C(=S)N2C(C)C)cc1 (centres undefined)
  4%, x, 4%, 21%, 5%, -13%, 2%
(46) Cc1ccc(C(=O)NNC(=O)C2CCN(S(=O)(=O)c3ccc(Cl)cc3)CC2)cc1
  -1%, -24%[10 µM], 1%, -7%, 2%, -2%, 4%
(47) COc1ccc(Nc2cc(Cl)ccc2C(=O)O)cn1
  x, 18%[10 µM], 17%, -6%[9.22 µM], -8%, 1%, x
(48) COc1ccccc1NC(=O)N(c1c(N)n(Cc2ccccc2)c(=O)[nH]c1=O)C1CCCC1
  4%[38.3 µM], 14%[10 µM], -4%, -2%, -8%, -2%, -2%
(49) Cc1cccc(N2CCN(CC(O)COc3ccc(Cl)cc3)CC2)c1 (centres undefined)
  x, 5%[10 µM], -2%, 19%[9.22 µM], -2%, -8%, x
(50) c1ccc2c(c1)OCC(c1nnc3n1-c1ccccc1SC3)O2 (centres undefined)
  2%[38.3 µM], 0%, -2%, -1%, -7%, -7%, -5%

From compound 39 up to 47, as listed above:
Every second line gives: IMPase Li inh, HTT ATP protect, GAA spleen mod, HTT aggregate, RGS12 GoLoco inh, GAA glycogen, GAA inhib
(39) COC(C/C=C\[C@@H](O)COCc1ccccc1)OC
  x, 13%[10 µM], 1%, 16%[9.22 µM], -3%, 2%, x
(40) CC(=O)C1=C(C)NC(SCC(=O)c2ccc(F)cc2)=C(C#N)C1c1ccco1 (centres undefined)
  5%[38.3 µM], -20%, 2%, -7%, -1%, -7%, -12%
(41) CCOC(=O)C1=C(C)Nc2ncnn2C1c1c[nH]c2ccccc12 (centres undefined)
  23%[38.3 µM], 28%[0.074 µM], 14%, 21%, -1%, u, -5%
(42) Nn1c(SCCOc2ccc(Cl)cc2)nnc1-c1cccnc1
  13%, x, -3%, 2%, 16%, -13%, 6%
(43) CC(C)[C@H](CO)Nc1nc(NCc2ccc(S(N)(=O)=O)cc2)c2ncn(C(C)C)c2n1
  x, 7%[10 µM], -17%, 22%[9.22 µM], 4%, 15%, x
(44) CN1/C(=C/C(=O)c2ccc(Cl)cc2)Sc2cc3c(cc21)OCO3
  -3%, -11%[1.9 µM], -3%, 17%, -14%, 13%, 2%
(45) COc1ccc(NC(=O)CC2C(=O)N(Cc3ccco3)C(=S)N2C(C)C)cc1 (centres undefined)
  4%, x, 4%, 21%, 5%, -13%, 2%
(46) Cc1ccc(C(=O)NNC(=O)C2CCN(S(=O)(=O)c3ccc(Cl)cc3)CC2)cc1
  -1%, -24%[10 µM], 1%, -7%, 2%, -2%, 4%
(47) COc1ccc(Nc2cc(Cl)ccc2C(=O)O)cn1
  x, 18%[10 µM], 17%, -6%[9.22 µM], -8%, 1%, x

Screening results (PubChem BioAssay)
